aSyn tox rescue: alpha-synuclein toxicity suppression in yeast; S. cerevisiae alpha-synuclein toxicity rescue, BacTiter-Glo growth, 24 h; hit rate 0.02% among 94,000; Potency, µM (doses to about 46.1 µM), for inactives: at the highest dose growth rescue (activation), usual class: activators; active = well fitted activation curve with a large enough effect; inconclusive = small, poorly fitted or top-dose-only effect; also: 0% is about no effect
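Growth restoration measured by BacTiter-Glo luminescence after 24 hr at 30 deg C; alpha-synuclein yeast, raffinose-pregrown to mid-log, were added at OD600=0.02 in galactose medium onto pinned compounds.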
The depositor's hits bear a star; ? = inconclusive; & = joins results of further samples; [ ] = dose if it differs, or a comment. Potency is read from the fitted curve at half-maximal effect. An excerpt; rates above refer to the full screens.

SMILES | aSyn tox rescue
COC(=O)c1ccccc1NC(=O)c1nn(C)c2c1COc1ccccc1-2 | -4%
Cc1ccc(-n2nc(CO)c(C(=O)NCc3cccs3)n2)cc1C | 2%
O=C1/C(=C\c2ccc(Br)cc2)SC(=S)N1NS(=O)(=O)c1ccccc1 | 1%
CCc1c(-c2ccccc2)nc2ccccc2c1C(=O)NCCc1ccccc1 | -13%
Cc1ccc([C@H]2C[C@@H](O)[C@H](n3cc(C4CC4)nn3)CN2Cc2cccs2)cc1 | 6%
COc1ccc(NC(=O)CC2C(=O)N(c3ccc(OC)cc3)C(=O)N2CCC2=CCCCC2)cc1 (stereo unspecified) | 4%
Cc1ccc2nc(N3CCN(c4ccccc4F)CC3)c3nnnn3c2c1 | 0%
Cn1cccc1C(=O)NCc1ccc(Cl)cc1 | -5%
COc1ccc(NC(=O)[C@@H](c2ccccc2)N2Cc3ccccc3C2=O)cc1OC | 5%
COC(=O)c1ccc(-c2noc(CN(Cc3ccncc3)CC3CCCO3)n2)cc1 (stereo unspecified) | 9%
O=C(COC(=O)c1ccc(S(=O)(=O)C(F)F)cc1)Nc1cccnc1Cl | -38%[inhibitor]
CC(=O)N1CCC2(CC1)OC(=O)C(C)=C2C(=O)NCc1ccccc1Cl | -1%

Three structures already listed, ordered by formula weight, ascending.
SMILES | aSyn tox rescue
Cc1ccc(-n2nc(CO)c(C(=O)NCc3cccs3)n2)cc1C | 2%
Cc1ccc2nc(N3CCN(c4ccccc4F)CC3)c3nnnn3c2c1 | 0%
COC(=O)c1ccc(-c2noc(CN(Cc3ccncc3)CC3CCCO3)n2)cc1 (stereo unspecified) | 9%

(continued)
SMILES | aSyn tox rescue
O=C(NCC(c1cccs1)S(=O)(=O)c1ccccc1)c1ccc(C(F)(F)F)cc1 (stereo unspecified) | -3%
COC(=O)c1cc2sc(C)cc2n1CC(=O)Nc1ccc(C)cc1Cl | 2%
O=C(O)c1ccc(CSc2nnnn2-c2ccc(F)cc2)cc1 | 1%
Cc1ccc(C)c(Cn2c(=O)n(-c3ccc(F)cc3)c(=O)c3sc4ccccc4c32)c1 | -4%
O=C(O)c1cc(-c2ccccc2)n(-c2ccc(Cl)cc2)n1 | 16%
CCC(=O)c1ccc(/C=C/c2nc3ccccc3n2C)o1 | -7%
CCOC(=O)N1CCN(C(=O)c2oc3ccc(S(=O)(=O)N(CC)CC)cc3c2C)CC1 | 2%
Cc1ccc(CCNC(=O)CCCn2c(=O)c3ccccc3n(Cc3ccccc3C#N)c2=O)cc1 | 7%
CCc1ccc(NC(=O)Cn2c(=O)oc3cc(S(=O)(=O)N4CCCCCC4)ccc32)cc1 | -15%
OC1CCCN(CC(O)COC(c2ccccc2)c2ccccc2)C1 (stereo unspecified) | 5%
COc1ccc2[nH]c(C(=O)Nc3cccc(C)n3)cc2c1 | -2%
O=C(NNC(=O)c1cc2cc(OC(F)(F)F)ccc2[nH]1)c1cccc(C(F)(F)F)c1 | -12%
O=C(Cn1nc(C(F)F)cc1C1CC1)N1CCCC1 | -3%
Cc1cc2c(cc1S(=O)(=O)CCC(=O)NCCc1ccccc1)OCC(=O)N2 | 1%&-2%
N#Cc1ccsc1NC(=O)c1ccc2ncsc2c1 | 1%
CCOc1ccc(-c2cccc(NS(=O)(=O)c3ccccc3C(F)(F)F)c2)nn1 | 4%
COc1ccc(-c2nc(SC(C)C(=O)NC3CC3)n[nH]2)cc1 (stereo unspecified) | 5%
CC(NC(=O)Cc1ccccc1)c1ccc(F)cc1 (stereo unspecified) | -10%
Cc1ccc(OCC(=O)NCC(c2ccc(Cl)cc2)N2CCOCC2)cc1C (stereo unspecified) | 7%
COc1ccccc1NC(=O)N(C)C[C@@H]1OCc2cnnn2CCCC(=O)N([C@@H](C)CO)C[C@H]1C | -13%
CC(=O)Oc1ccc(C(=O)Nc2cccc(C(=O)NC(C)(C)C)c2)cc1 | -2%
COc1ccc(C(=O)N(Cc2cc(OC)c(OC)c(OC)c2)CC2CCCO2)cc1 (stereo unspecified) | -1%
CCN(CC)CCCn1c2c(c(SCC(=O)Nc3nccs3)nc1=O)CCC2 | -7%
O=C(NC(=S)Nc1ccc(N2CCN(C(=O)c3ccccc3)CC2)cc1)c1cccs1 | -7%
Cc1nc2nc(SCC(=O)NCc3ccccc3Cl)nn2c(C)c1Cc1ccccc1 | 1%
COc1ccc(C2c3c(oc4ccc(Cl)cc4c3=O)C(=O)N2CCN2CCOCC2)cc1 (stereo unspecified) | -7%
CC(=O)N1CCN(C(=O)C(=O)Nc2c3c(nn2-c2ccc(Cl)cc2)CSC3)CC1 | 9%
CCCCOc1ccc(NC(=O)c2cc3c(n(-c4ccc(Cl)cc4)c2=O)CCCC3=O)cc1 | -12%
Cc1ccc(CCNC(=O)c2ccc(CS(=O)(=O)c3ccc(Br)cc3)o2)cc1 | 2%
CCOC(=O)c1c(C)[nH]c(C)c1S(=O)(=O)N1CCC(C(=O)NCc2ccccc2)CC1 | -5%
Cc1ccn2c(Nc3ccc4c(c3)OCO4)c(-c3ccc(O)cc3)nc2c1 | 16%&2%
CCOC(=O)C1CCCN(S(=O)(=O)c2cc(Br)cc3c2N(C(=O)CC)CC3)C1 (stereo unspecified) | -13%
COCCCNC(=O)CCSc1ccc(C)cc1 | 5%
CCOC(=O)c1cc(-c2ccc(C)cc2)n(CCC(=O)NCCc2ccc(C)cc2)c1C | -1%
Cc1ccc(N(Cc2cccs2)C(=O)c2ccc(OC(C)C)cc2)cc1 | -13%
COc1ccc(/C=N/NC(=O)CN2CCCc3ccccc32)c(OC)c1 | 3%

Reprinted from the part before: 6 entries; new compounds follow.
SMILES | aSyn tox rescue
Cc1ccn2c(Nc3ccc4c(c3)OCO4)c(-c3ccc(O)cc3)nc2c1 | 16%&2%
CCOC(=O)C1CCCN(S(=O)(=O)c2cc(Br)cc3c2N(C(=O)CC)CC3)C1 (stereo unspecified) | -13%
COCCCNC(=O)CCSc1ccc(C)cc1 | 5%
CCOC(=O)c1cc(-c2ccc(C)cc2)n(CCC(=O)NCCc2ccc(C)cc2)c1C | -1%
Cc1ccc(N(Cc2cccs2)C(=O)c2ccc(OC(C)C)cc2)cc1 | -13%
COc1ccc(/C=N/NC(=O)CN2CCCc3ccccc32)c(OC)c1 | 3%
CCOc1ccc(CNC(=O)CS(=O)(=O)c2cccc3nsnc23)cc1 | 7%
CC1=Nc2cc(C(=O)NC(C)C)ccc2Sc2ccc(C)cc21 | 4%
Cc1cc(Br)cc(C)c1NC(=O)c1cnc2ccccn2c1=O | 3%
CC1=CC(=O)CC(C)(C)C1(O)/C=C/C(C)=C/C(=O)O (stereo unspecified) | 2%
Cc1cccc(CSCCNC(=O)CN(c2ccccc2)S(=O)(=O)N(C)C)c1 | -5%
CC1(C)N=C(c2ccc(F)cc2)C(=O)N1CC(=O)Nc1ccccc1Cl | -4%
CCCCc1nn2c(=O)cc(COC(=O)c3ccccc3NC(=O)C3CCCCC3)nc2s1 | -2%
COc1ccc(-c2cc(C(=O)Oc3ccc(C)cc3)c3ccccc3n2)cc1 | -4%
COc1ccc(S(=O)(=O)Nc2c(F)cccc2F)cc1 | 8%
C[C@@H]1CN([C@@H](C)CO)C(=O)CCCn2nncc2CO[C@H]1CN(C)S(=O)(=O)c1cccc(C#N)c1 | 9%
COC(=O)c1sccc1S(=O)(=O)N1CCN(c2ccc(Cl)cc2)CC1 | ?
Cc1ccc([C@H]2C[C@@H](n3cc(COC(=O)c4ccccc4)nn3)[C@H](O)CN2C(=O)C2CCCCC2)cc1 | 2%
Cc1ccc(S(=O)(=O)Nc2ccc(-c3ccc(N4CCCCCC4)nn3)cc2)c(C)c1 | 4%
O=C(CNC(=O)c1ccccc1)OCN1C(=O)c2ccccc2C1=O | 1%
Cc1ccc(-n2c(=O)c3ccc(C(=O)NCc4ccco4)cc3n(Cc3ccc(Cl)cc3)c2=O)cc1 | 2%
Cc1ccc(C2CC(C(F)(F)F)n3nc(C(=O)Nc4c(C)n(C)n(-c5ccccc5)c4=O)cc3N2)cc1 (stereo unspecified) | -3%
COC(=O)C[C@H]1C[C@@H]2c3cc(N(C)C)ccc3O[C@@H]2[C@H](CO)O1 | 4%
COc1ccc(N2Cc3cccc(C(=O)Nc4ccc(C)cc4)c3C2=O)cc1 | 4%
COc1ccc(CCNC(=O)c2cccc(Nc3nc4ccccc4nc3-n3nc(C)cc3C)c2)cc1OC | 5%
CC(C)(C)c1ccc(-c2nc3cc(NC(=O)c4cc5ccccc5o4)ccc3o2)cc1 | -1%
CC(=O)C1=C(c2ccc(C)cc2)N(C(C)=O)n2c(nnc2C2CCCCC2)S1 | 2%
CCOc1cc(CNC(=O)c2ccc3nc(C(C)C)oc3c2)cc(OCC)c1OCC | -8%
Cc1ccc(N2CCN(c3c(CN4CCCC4)c(=O)oc4ccccc34)CC2)c(C)c1 | 1%
COc1ccc(NC(=O)c2cc(-c3cccs3)on2)cc1 | -7%

An excerpt of these results, as labelled records.
CCOc1cc(CNC(=O)c2ccc3nc(C(C)C)oc3c2)cc(OCC)c1OCC
- aSyn tox rescue = -8%
Cc1ccc(N2CCN(c3c(CN4CCCC4)c(=O)oc4ccccc34)CC2)c(C)c1
- aSyn tox rescue = 1%
COc1ccc(NC(=O)c2cc(-c3cccs3)on2)cc1
- aSyn tox rescue = -7%

Carrying on.
SMILES,aSyn tox rescue
Cc1[nH]c2ccccc2c1C(O)c1ccncc1 (stereo unspecified),-15%
CN(CC(=O)NC(=O)NCc1ccccc1)Cc1ccc(Cl)cc1,0%
COc1ccc(NC(=O)Cn2cc(S(=O)(=O)c3ccc(C)cc3)c(=O)c3ccccc32)cc1OC,-5%
COc1cc(SC)ccc1C(=O)Nc1c(Cl)cncc1Cl,8%
Cc1cc(Br)c2c(c1)C1(OCCO1)C(=O)N2,4%
CCN(C(=O)CSc1nc2ccccc2n1CC(=O)Nc1ccc(F)cc1F)c1ccccc1,-2%
CC(Oc1ccc(Cl)cc1Cl)C(=O)Nc1ccc(O)cc1 (stereo unspecified),-10%
CCN(CC)S(=O)(=O)c1ccc(Cl)c(NC(=O)COC(=O)/C=C/c2cc(OC)c(OC)c(OC)c2)c1,-5%
CN(C)c1ccc(CNC(=O)C(Cc2ccccc2)NS(=O)(=O)c2ccc3c(c2)oc(=O)n3C)cc1 (stereo unspecified),3%
Cc1ccc(-c2cc(C(=O)N/N=C/c3ccccc3O)n[nH]2)o1,-5%
O=C(Cn1c(-c2cccs2)cc2ccccc21)NCCCN1CCN(c2ccc(F)cc2)CC1,-12%
CC(=O)c1ccc(NC(=O)CCc2c(C)nn(-c3ccc(N4CCOCC4)nn3)c2C)cc1,10%
CCN(CC(=O)NCCN1CCOCC1)S(=O)(=O)c1ccc(F)cc1,-13%
Brc1ccc2ncc(Br)cc2c1,6%
COc1ccc2nc(SC(C)C(=O)NC3CCCC3)[nH]c2c1 (stereo unspecified),2%
Cc1ccccc1Nc1nc(N)nc(CSc2nncn2C)n1,-5%
Cc1ccc(C)c(N2CCN(C(=O)CCn3c(=O)[nH]c4ccccc4c3=O)CC2)c1,-5%
CN(C)c1ccc(CNC(=O)c2sc3ncccc3c2-n2cccc2)cc1,-10%
Cc1c(CNC2CCCCCC2)c(C(=O)O)c(C)n1Cc1ccc(F)cc1Cl,8%
COc1ccccc1N1CCN(C(=O)c2cnn(-c3cccc(Cl)c3)c2C2CCN(C(=O)OC(C)(C)C)CC2)CC1,-4%
Cc1cc(NC(=O)c2ccc(F)cc2)ccc1NC(=O)c1ccco1,-3%
O=C(COc1ccccc1)N/N=C/c1sc(=O)n(Cc2cccc(C(=O)O)c2)c1Cl,-7%
O=C(O)CCC(=O)N1N=C(c2c(-c3ccccc3)c3cc(Cl)ccc3[nH]c2=O)CC1c1ccccc1 (stereo unspecified),0%
Cc1ccc(-c2nn(-c3ccccc3)cc2C(=O)Nc2cccc(S(=O)(=O)NC3=NCCC3)c2)cc1,-7%
O=C(Cn1ncc2c(Cl)cccc21)NCc1cccc(Cl)c1,-8%
Cc1ccc(NC(=O)NC2CC(=O)N(c3ccc4c(c3)OCCO4)C2)cc1C (stereo unspecified),-4%
O=C(Cc1ccccc1)N(Cc1cccnc1)c1nc2ccc(F)cc2s1,?
CSc1sc(-c2ccnc(SCCS(C)(=O)=O)n2)c(-c2ccccc2)c1C#N,5%
COc1ccccc1S(=O)(=O)N(C)C[C@@H]1OCc2cnnn2CCCC(=O)N([C@H](C)CO)C[C@@H]1C,-6%
COc1ccc(NC(=O)COC(=O)Cc2ccc(-c3ccccc3)cc2)c(OC)c1,13%
CN(C(=O)COC(=O)c1ccccc1Nc1ccccc1)c1c(N)n(Cc2ccccc2)c(=O)[nH]c1=O,5%
COc1ccc(CNC(=O)CN2C(=O)COc3ccc(S(=O)(=O)N4CCOCC4)cc32)cc1,1%
Cc1cc(C)cc(-n2ccnc2SCC(=O)Nc2ccccc2F)c1,-3%
Nc1ccc(-c2c3ccc(=O)cc-3oc3cc(O)ccc23)cc1C(=O)O,-1%
C[C@@H]1CN([C@@H](C)CO)C(=O)CCCn2nncc2CO[C@H]1CN(C)C(=O)Nc1ccc2c(c1)OCO2,4%
COc1ccc(S(=O)(=O)N2CCOCC2)cc1NC(=O)COC(=O)C1=COCCO1,4%
CSc1ncc(C(=O)NCc2ccc(C)cc2)c(-c2ccccc2)n1,-10%
O=C(c1ccncc1)N1CCN(S(=O)(=O)c2cccc(Cl)c2)CC1,4%
COc1ccc(C(=O)Oc2c(Sc3ccc(Cl)cc3)c(C)nn2C(C)(C)C)cc1OC,-2%
COC(=O)c1c(NC(=O)C(C)Oc2ccc(Cl)cc2Cl)sc2c1CCCC2 (stereo unspecified),5%
CC(C)OCCCNC(=O)c1nn(C)c2c1CSc1ccccc1-2,3%
CN(C)S(=O)(=O)N1CCC(n2c(C(F)(F)F)nc3cccnc32)CC1,3%

Screens as filed in PubChem.
